Screening results (PubChem BioAssay)
ARFGAP1 inhibitor: inhibitors of rat ARFGAP1; Arfgap1-stimulated ARF1 GTP hydrolysis, GDP FP detection; inhibition, % at 16.5 µM; actives 0.26% (n = 360,000); Q62848;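 active means inhibition above a per-plate limit, mean inhibition of low control wells plus 3 SD, cut at about 25% in these data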;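 further: 0% = DMSO wells with enzyme and 100% = wells lacking Arfgap1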
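system = rat Arfgap1 catalytic domain, aa 1-136 | technique = FP, GDP Alexa 633 tracer displaced from anti-GDP antibody, 620/688 nm | compound = one concentration, 16.5 µM, DMSO 1.26% | medium = HEPES-based buffer, pH 7.5 | timing = compound-enzyme preincubation 20 min, reaction 120 min, detection 60 min, 25 °C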
NPR1 activator: GC-A (human) enzyme activation | P16066 | HEK293 GC-A cells, cGMP TR-FRET, EC30 ANP; 0% at EC30 ANP, 100% saturating ANP | activation, % at 10 µM | actives 0.14% (n = 370,000); in the data active means activation above about 40%
Tn6 DDE FP: disrupts Tn6 cyclic peptide binding to fibrin D-Dimer-E complex; P02675; Fibrin DD(E) TRITC-Tn6 fluorescence polarization displacement; inhibition, % at 8.3 µM; actives 0.21% (n = 370,000); AID 720509;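 active means inhibition above a per-campaign cutoff: mean of compounds within control limits plus 3 SD, cut at about 15% in these data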;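 further: 0% = median of all compound wells on the plate and 100% = blocking peptide control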
HGIII-sPLA2 inh: Inhibits HGIII-sPLA2 liposome hydrolysis, primary screen | actives 0.56% (n = 370,000) | inhibition, % at 12.2 µM | Q9NZ20 | AID 743126 | QFRET BODIPY PC-A2 liposome hydrolysis, fluorescence;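 active means inhibition above mean plus 3 SD of compounds lying within the high and low control bounds, cut at about 19% in these data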;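 further: 0% = median of test compound wells and 100% = no enzyme DMSO wells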
Target sequence (Q9NZ20 whole entry, looked up): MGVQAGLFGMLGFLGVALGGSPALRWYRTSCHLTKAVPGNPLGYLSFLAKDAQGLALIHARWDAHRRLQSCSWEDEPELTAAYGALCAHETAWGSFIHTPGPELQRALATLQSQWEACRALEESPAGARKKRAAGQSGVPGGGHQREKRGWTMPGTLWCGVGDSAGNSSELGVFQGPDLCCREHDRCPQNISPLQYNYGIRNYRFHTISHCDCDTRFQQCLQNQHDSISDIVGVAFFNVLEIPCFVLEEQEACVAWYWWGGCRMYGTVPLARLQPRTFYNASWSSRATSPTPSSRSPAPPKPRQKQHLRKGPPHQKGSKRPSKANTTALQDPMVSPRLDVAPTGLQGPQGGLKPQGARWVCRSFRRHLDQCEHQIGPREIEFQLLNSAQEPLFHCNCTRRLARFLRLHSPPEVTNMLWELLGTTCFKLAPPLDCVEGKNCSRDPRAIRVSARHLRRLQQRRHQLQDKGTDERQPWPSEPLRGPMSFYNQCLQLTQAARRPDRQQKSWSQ
ADAM10 inh: ADAM10 inhibition, QFRET primary screen | actives 0.62% (n = 370,000) | inhibition, % at 7 µM | AID 720582 | O14672 | recombinant ADAM10, EDANS/DABCYL FRET peptide cleavage, 3 h;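 active means inhibition above a per-campaign cutoff equal to the mean of compounds falling between control-based bounds plus 3 SD, cut at about 20% in these data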;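 further: 0% = DMSO wells while the 100% control is not disclosed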
Target sequence (O14672 214-748 limits assumed): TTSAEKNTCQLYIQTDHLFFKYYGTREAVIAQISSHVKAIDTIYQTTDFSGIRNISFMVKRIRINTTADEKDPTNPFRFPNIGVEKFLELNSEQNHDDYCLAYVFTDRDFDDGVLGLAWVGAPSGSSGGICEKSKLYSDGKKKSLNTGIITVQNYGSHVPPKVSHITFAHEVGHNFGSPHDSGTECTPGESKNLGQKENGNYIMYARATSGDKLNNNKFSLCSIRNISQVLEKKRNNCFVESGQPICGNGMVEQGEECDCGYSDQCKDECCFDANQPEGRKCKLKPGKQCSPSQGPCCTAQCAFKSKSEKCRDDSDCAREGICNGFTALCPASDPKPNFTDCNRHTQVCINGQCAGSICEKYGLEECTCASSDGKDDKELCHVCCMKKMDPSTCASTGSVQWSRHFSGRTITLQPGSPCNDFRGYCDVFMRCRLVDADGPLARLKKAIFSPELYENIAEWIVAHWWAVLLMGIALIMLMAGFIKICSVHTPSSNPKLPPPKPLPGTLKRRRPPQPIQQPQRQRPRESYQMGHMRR
GAA850 FXN act: frataxin GAA850 promoter activation; HEK293 lucGAA850 FXN promoter luciferase reporter, 24 h; percent of 10 µM SAHA response; activation, % at 6 µM; actives 0.56% (n = 360,000); AID 540364;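 active means activation above the average of all compounds screened plus 3 SD, cutoff fixed separately per campaign, cut at about 7.5% in these data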;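 further: 0% = DMSO wells and 100% = 10 µM SAHA wells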
KLK7 zymogen act: proKLK7 (human) activation, primary screen. actives 0.9% (n = 370,000). activation, % at 7 µM. purified proKLK7, EDANS-DABCYL substrate fluorescence; 100% is mature enzyme control, 0% vehicle. AID 652039;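 active means activation above the mean of all tested compounds plus 3 SD, computed per campaign excluding outliers beyond control limits, cut at about 13% in these data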
rCAG binder: binds r(CAG) RNA repeats | r(CAG) RNA repeat, TO-PRO-1 dye displacement fluorescence | inhibition, % at 3 µM | actives 1.3% (n = 370,000) | AID 651821;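 active means inhibition above the plate cutoff, the mean of all test compounds on that plate plus 3 SD, cut at about 35% in these data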;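 further: 0% = DMSO alone and 100% = 100 µM mitoxantrone as full dye displacement; higher means more dye released from RNA so lower well fluorescence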
GC-B act: GC-B (human) receptor activation | P20594 | HEK293-GC-B cells, CNP EC30, cGMP TR-FRET; 0% at EC30 CNP, 100% saturating CNP | activation, % at 10 µM | actives 0.11% (n = 370,000);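 active means activation at 10 µM reaching about 35% in either raw or pattern-adjusted values, limit read from the data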
ASAP1 inh: blocks human ASAP1-stimulated Arf1 GTP hydrolysis; AID 624377; actives 0.19% (n = 360,000); inhibition, % at 16.5 µM; GDP FP detection; in the data active means inhibition above about 25%;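 further: 0% = vehicle with enzyme and substrate and 100% = no enzyme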
Numbers without * were called inactive; i = inactive; nt = not tested or not shown.

SMILES	ARFGAP1 inhibitor	NPR1 activator	Tn6 DDE FP	HGIII-sPLA2 inh	ADAM10 inh	GAA850 FXN act	KLK7 zymogen act	rCAG binder	GC-B act	ASAP1 inh
CC1(C(=O)NC2CCCCCC2)CCN1C(=O)C1(c2ccccc2)CC1 (stereo not given)	5.4	-4.1	-5.4	4.1	-1.6	-3.1	0.6	-0.3	0.4	-7.7
Cc1noc(C)c1COC(=O)c1csc2c1CCCC2	-12.0	-2.5	6.2	0.0	3.7	3.0	-0.4	-5.6	3.5	-2.2
O=C(CCc1c[nH]c2ccccc12)OCc1cccc(C(F)(F)F)c1	2.6	-2.8	-7.2	-78.7	10.3	1.2	-0.3	-5.1	-4.0	-5.9
Cc1c(OCC(=O)NCC2CCC(C(=O)NCCCO)CC2)ccc2c(-c3ccccc3)cc(=O)oc12 (stereo not given)	7.3	2.0	4.7	0.0	-1.9	-0.6	-1.7	-2.4	-4.6	-3.9
CO/N=C\Cc1oc(=O)c(NC(=O)c2ccccc2)cc1C(=O)OC	-4.3	2.7	0.9	-7.8	-8.3	1.8	0.9	5.8	-2.7	11.9
Cc1nn(-c2ccc(F)cc2)c(Cl)c1C(=O)NCC1CCCO1 (stereo not given)	-7.6	8.0	2.6	14.2	-10.7	-0.8	-0.6	-1.1	1.9	7.0
COc1cc2c(cc1NC(=O)c1ccccc1-c1ccccc1C(=O)O)-c1ccccc1C2	-6.9	-3.6	6.0	-19.2	-6.3	2.3	-0.4	66.0*	-3.3	-13.1
CCC(=O)Nc1ccc(C(=O)Cn2ncc(Cl)c(Cl)c2=O)cc1	1.5	-5.5	3.0	-13.6	2.3	8.7*	0.2	20.2	9.4	-21.1
COc1ccnc(Oc2ccc(C)cc2C)c1C#N	3.2	0.3	5.5	5.2	14.4	1.4	-0.2	2.9	4.2	1.7
Cc1c(C)c(C)c(S(=O)(=O)N2CCSCC2)c(C)c1C	-2.2	-8.2	-2.2	3.1	1.8	0.0	0.3	-1.6	6.8	3.9
O=C(NC1CCCCNC1=O)c1ccccc1 (stereo not given)	10.0	-4.4	-3.9	-1.5	2.0	0.7	0.7	-0.6	0.1	-3.6
Cn1c(Oc2ccc(F)cc2)c(C=O)c2ccccc21	8.0	1.3	-0.8	-2.4	2.8	0.9	-0.3	-0.8	2.8	-7.0
Cc1nn(CC(=O)Nc2ccc(Cl)cn2)c(C)c1[N+](=O)[O-]	-1.6	-1.2	-2.7	2.8	10.1	-0.6	0.2	1.3	1.4	-6.1
Cc1ccc2nsnc2c1NC(=O)COc1ccccc1	-3.3	6.1	6.3	0.9	-10.1	0.2	1.3	1.6	1.3	-12.2
COc1ccc(NC(=O)CN2C(=O)COc3ccc(S(=O)(=O)N4CCOCC4)cc32)cc1	-1.3	2.6	-3.0	2.5	9.0	-0.2	0.1	4.7	-2.4	-1.6
CC1Sc2ccc(S(=O)(=O)CCC(=O)N3CCN(c4ccccc4F)CC3)cc2NC1=O (stereo not given)	5.5	-15.3	-2.4	-1.4	3.6	-1.9	0.7	-2.5	-8.0	-5.3
COCCNc1nc2c(c(=O)n(C)c(=O)n2C)n1Cc1cccc(C(F)(F)F)c1	3.5	15.0	2.5	11.9	-10.0	0.3	-0.2	-2.8	11.9	1.1
COc1cccc(-n2cc(CN(C)Cc3nc(Cc4cccc(F)c4)no3)cn2)c1	-9.7	-1.7	-0.9	-10.3	6.0	0.3	-0.5	-3.7	1.1	0.2
Cc1ccccc1C(=O)NNC(=O)c1ccc(Br)cc1	2.2	1.9	-1.7	1.5	-8.1	2.8	0.1	-3.4	-2.5	5.0
N#C/C(=C\c1ccc(OC(=O)c2ccc(Cl)s2)cc1)c1nc2ccccc2[nH]1	0.9	1.6	1.4	6.9	-21.0	3.5	0.1	2.6	-3.2	8.9
Cc1cccc(C)c1Nc1nnc(SC/C(O)=C(\C#N)c2nc3ccccc3[nH]2)s1	-1.0	-5.2	-0.8	-14.8	-46.1	-1.2	-1.4	24.6	-1.7	0.3
CCn1nnnc1SCC(=O)N1CCc2ccccc21	4.9	1.5	8.8	4.3	10.5	1.4	-0.2	2.7	-0.6	-8.6
Nc1nc(SCC(=O)NCCO)nc2sc3c(c12)CCCC3	-5.5	0.5	-2.0	0.8	-4.9	0.7	-0.6	-3.7	-0.2	-6.0
Cc1ccc(S(=O)(=O)N2CCN(C(=O)c3cc(C4CC4)nc4c3cnn4C(C)C)CC2)cc1	-3.0	-0.3	-5.4	-2.9	5.8	1.6	1.0	-1.1	1.0	6.8
CC1CCN(C(=O)C(=O)Nc2sc3c(c2C(N)=O)CC(C)(C)OC3)CC1	11.9	1.6	-0.2	5.2	-6.8	-1.1	0.1	-1.9	4.4	2.6
O=C(/C=C/c1cccc(F)c1)NCCCn1ccnc1	6.5	0.7	5.8	2.4	3.3	4.0	-0.5	-0.6	4.5	-3.9
CCCc1cc(N2CCN(C(=O)c3ccco3)CC2)n2c(nc3ccccc32)c1C#N	-6.6	3.1	-5.0	-0.2	i	-2.8	6.6	-1.2	-2.4	4.0
Cn1c(Cn2c(=O)sc3ccccc32)nnc1SCC(N)=O	-8.6	1.0	-6.5	3.8	-10.2	1.0	-0.5	1.4	4.0	3.4
COc1cc(/C=C/C(=O)OCC(=O)Nc2sc3c(c2C#N)CCC(C)C3)ccc1OCC#N (stereo not given)	6.8	-3.3	-5.2	-1.4	-6.5	1.4	0.1	17.7	-4.2	3.0
COc1cccc(C2=CC(=O)C[C@H](c3ccc(F)cc3)C2)c1	6.1	-2.1	-2.0	-8.1	-9.1	-3.0	-1.8	-6.0	-9.0	-5.8
Cc1ccc(NC(=O)c2cccc3cccnc23)cc1	-8.3	1.8	-6.2	2.6	4.6	4.7	-0.7	7.3	1.7	8.9
O=C(c1ccc(Cl)cc1)C1CCCN(C(=O)c2csnn2)C1 (stereo not given)	1.9	-1.0	-6.4	-1.6	1.5	1.5	0.2	-6.9	-2.1	4.8
CCC(C)C(NC(=O)C(C)NC(=O)CNC(=O)OC(C)(C)C)C(N)=O (stereo not given)	-1.7	0.0	11.6	-2.9	-0.4	2.1	-1.0	-1.0	3.2	0.2
NC(=O)COn1c(SCC(N)=O)nc2ccccc2c1=O	7.2	-1.3	-3.2	7.1	-6.0	-1.5	0.3	-1.6	0.1	2.2
COc1ccc(NC(=O)CN(C)C(=O)c2cc(S(=O)(=O)N(C)C)ccc2N2CCCC2)cc1	4.8	1.9	3.7	1.9	-5.4	-0.9	0.7	-0.8	2.1	-7.7
N#CCCSc1ccccc1NC(=O)c1cc(=O)c2ccccc2o1	-2.6	-1.5	-2.1	5.4	1.6	1.4	0.2	-4.5	-4.5	11.1
CCOc1ccc(-c2n[nH]c(=S)o2)cc1	4.5	-0.6	7.5	13.9	-24.4	2.2	0.4	-1.8	-5.5	2.0
CC(=O)NC12CC3CC(C1)CC(C(=O)N1CCN(S(=O)(=O)c4ccc(Cl)s4)CC1)(C3)C2	-7.4	3.8	-0.9	-1.0	-1.0	-1.6	-0.6	-8.0	3.0	-3.9
O=C(c1cc2ccccc2o1)N1CCN(Cc2ccc3c(c2)OCO3)CC1	-6.2	3.1	-7.9	-10.7	-2.7	-0.7	0.7	-6.2	0.1	-1.4
O=C(C1CCN(S(=O)(=O)c2cccs2)CC1)N1CCN(Cc2ccccc2)CC1	-2.1	5.2	1.2	-4.9	-3.0	-0.1	0.5	-5.2	4.3	-3.7

Individual results from the results shown:
ARFGAP1 inhibitor with O=C(/C=C/c1cccc(F)c1)NCCCn1ccnc1 → 6.5
HGIII-sPLA2 inh with COc1cc(/C=C/C(=O)OCC(=O)Nc2sc3c(c2C#N)CCC(C)C3)ccc1OCC#N (stereo not given) → -1.4
ARFGAP1 inhibitor with CC1CCN(C(=O)C(=O)Nc2sc3c(c2C(N)=O)CC(C)(C)OC3)CC1 → 11.9

Later entries.
SMILES	ARFGAP1 inhibitor	NPR1 activator	Tn6 DDE FP	HGIII-sPLA2 inh	ADAM10 inh	GAA850 FXN act	KLK7 zymogen act	rCAG binder	GC-B act	ASAP1 inh
COc1ccc(N(C)S(=O)(=O)c2ccc(Cl)c(C(=O)NNC(=O)c3ccccc3O)c2)cc1	-0.2	-1.9	4.0	18.9	2.2	0.5	0.6	40.0*	-9.2	-14.5
COc1ccc(-c2cc(C(F)(F)F)nc(SCCC(=O)N3CCN(C)CC3)n2)cc1	-1.8	-2.0	-0.2	2.5	2.5	1.2	-0.3	-2.5	-3.7	-4.9
CCC(c1nnnn1C(C)(C)CC)N(CCCO)Cc1cc2cc(C)cc(C)c2[nH]c1=O (stereo not given)	-4.0	-0.3	-3.0	-4.5	-33.5	5.2	2.5	-4.5	0.6	-0.3
COc1ccc2ccccc2c1CNCCN1CCOCC1	3.6	-1.8	3.7	1.1	-7.8	1.7	0.4	1.0	7.5	0.8
COc1ccc(C(C(=O)NC2CCCC2)N(CCN2CCOCC2)C(=O)c2ccc(OC)c(OC)c2)cc1 (stereo not given)	5.0	5.0	-4.5	3.6	5.0	1.0	0.0	-5.6	0.2	-1.3
COc1ccc(CCN(C(=O)c2snc(C(N)=O)c2N)C(C(=O)NCC2CCCO2)c2ccc(F)cc2)cc1OC (stereo not given)	-7.9	-4.4	9.0	0.2	-22.7	-4.6	0.3	0.3	-3.3	6.5
COC(=O)C1CCN(C(=O)c2c(-c3ccccc3Cl)noc2C)CC1	-3.4	3.0	8.3	5.5	-6.9	3.1	-0.2	-4.8	3.6	0.2
O=C(O)c1cc2c(cc1Cl)N1CCCCCC1=NS2(=O)=O	-2.7	0.9	-9.5	8.4	1.9	1.3	0.2	0.3	4.8	8.1
C=CCNC(=O)/C(C#N)=C/c1ccccc1[N+](=O)[O-]	7.7	1.6	7.3	-1.7	-16.0	-0.5	0.1	15.5	3.0	5.2
Cc1ccsc1C1C(C#N)=C(N)N(N(C)C)C2=C1C(=O)CCC2 (stereo not given)	17.0	2.3	-2.8	6.6	2.0	-1.0	0.2	0.3	-1.6	-10.9
COc1ccc(N2C(=O)C(Cl)=C(N3CCCC(C)C3)C2=O)cc1 (stereo not given)	5.6	-4.3	-3.7	-0.8	4.2	0.2	-0.1	-7.9	-3.6	8.9
Cc1ccc(NC(=O)CCCNC(=O)c2ccc(Cl)cc2)c(Br)c1	-7.0	-6.4	-3.5	-3.5	6.7	1.1	-0.1	2.2	-1.9	-1.1
CO[C@@H]1CN(C)C(=O)c2ccc(NC(=O)C3CCCC3)cc2OC[C@@H](C)N(Cc2ccc(F)cc2)C[C@H]1C	-0.6	4.8	-2.5	-3.4	-6.9	nt	-0.4	6.4	-1.9	2.3
COc1ccc(-n2cnnc2SCC(=O)Nc2cc(S(=O)(=O)N3CCCCC3)ccc2C)cc1	11.2	-6.5	-1.7	-19.4	0.6	1.5	0.2	0.0	-3.9	-8.2
N#C/C(=C\c1ccc(OCc2ccccc2)cc1)C(=O)Nc1nc2c(s1)CCN(Cc1ccccc1)C2	-11.6	5.1	3.3	-13.3	-38.5	2.4	0.1	10.4	-0.4	-3.0
